Screening results from PubChem.
RXFP1 ag: activates the human relaxin receptor RXFP1; Q9HBX9; HEK293T-RXFP1 cAMP TR-FRET, 30 min; response scale: percent of porcine relaxin response, buffer zero; Potency, µM (top dose mostly 57.5 µM), for the others: at the top dose activation, usual class: activators; 370,000 tested, 0.3% active; also: potency is read from the fitted curve at half-maximal effect; % is scaled to controls: 0 for no effect and ±100 for the full control effect; nearly all actives have a fitted effect of over 60% in size; many of its hits are not listed in these tables
Target sequence (Q9HBX9 whole entry, looked up): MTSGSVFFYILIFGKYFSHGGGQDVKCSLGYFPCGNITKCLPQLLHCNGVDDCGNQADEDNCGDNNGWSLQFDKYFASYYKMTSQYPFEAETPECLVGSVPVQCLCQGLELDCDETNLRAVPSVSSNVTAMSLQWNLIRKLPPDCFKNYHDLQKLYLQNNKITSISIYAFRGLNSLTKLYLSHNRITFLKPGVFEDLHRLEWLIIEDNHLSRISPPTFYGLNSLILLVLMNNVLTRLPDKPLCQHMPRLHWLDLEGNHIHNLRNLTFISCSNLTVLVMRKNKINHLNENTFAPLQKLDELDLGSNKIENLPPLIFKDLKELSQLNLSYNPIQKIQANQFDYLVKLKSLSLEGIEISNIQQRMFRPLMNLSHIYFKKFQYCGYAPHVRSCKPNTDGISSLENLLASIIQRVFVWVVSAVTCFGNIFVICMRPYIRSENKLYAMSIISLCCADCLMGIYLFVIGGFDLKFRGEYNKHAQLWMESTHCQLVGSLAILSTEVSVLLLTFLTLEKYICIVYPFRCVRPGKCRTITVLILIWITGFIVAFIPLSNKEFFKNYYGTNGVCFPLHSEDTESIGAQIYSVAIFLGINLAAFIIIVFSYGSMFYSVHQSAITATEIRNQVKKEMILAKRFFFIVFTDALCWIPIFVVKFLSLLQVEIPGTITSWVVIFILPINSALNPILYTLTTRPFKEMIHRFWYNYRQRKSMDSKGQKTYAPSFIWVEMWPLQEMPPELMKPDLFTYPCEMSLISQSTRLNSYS
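cAMP rise read by TR-FRET after 30 min, 37C compound exposure (up to 58 uM) in RXFP1-transfected HEK293 cells with Ro 20174 present. EC50 from Hill-equation fits, with 29 nM porcine relaxin as 100% and buffer as basal.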
D2 potentiator: positive allosteric modulators of human D2 dopamine receptor | P14416 | HEK293 T-REx D2, calcium flux, EC20 dopamine potentiation | potentiation, % at 10 µM | 340,000 tested, 0.34% active;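 active = potentiation over 3 SD above the plate norm, cut at about 30% in these data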; also: 0% is about no effect
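Calcium flux readout, no-wash dye, 1 read/s. Inducible HEK293 Trex D2 line, overnight 30 C. Compound alone 180 s (agonist flags), then EC20 dopamine, another 180 s to score potentiation.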
LDHA block: inhibitors of human lactate dehydrogenase A | P00338 | purified LDHA, NADH/diaphorase-resazurin fluorescence; active compounds read low | activity change, % (values are at about 110 or 230 µM) | 480,000 tested, 0.15% active; in the data active = activity change below about -30%; inconclusive = mostly about -25% to -30%;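 also: plate controls were DMSO wells for no effect and wells without enzyme for full effect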
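Resorufin fluorescence (ex540/em590), read at 0 and 20 min after diaphorase/resazurin addition, reports the NADH left after a 5 min room-temperature reaction of 2 nM human LDH5 with 0.06 mM NADH and 0.2 mM pyruvate.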
Vif-APOBEC3F blk: Vif-A3F binding inhibition; HeLa A3F-eYFP + Vif (tagged APOBEC3F with the HIV-1 protein that degrades it), YFP fluorescence increase; Potency, µM (series often up to 46.1 µM), for the others: top-dose activity, negative = active; 390,000 tested, 0.2% active; AID 602313; also: potency is read from the fitted curve at half-maximal effect; % of control where 0% means no effect; nearly all actives have a fitted effect of over 65% in size
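HeLa cells stably expressing Vif plus C-terminally eYFP-tagged A3F were seeded, incubated overnight at 37 deg C, dosed with compound, incubated overnight again at 37 deg C. Yellow fluorescence (Ex 488/Em 500-530) reported blocked Vif-mediated A3F-eYFP degradation.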
Glioma ERSR ind: induces the endoplasmic reticulum stress response in human glioma cells; U87-MG GRP78 promoter luciferase reporter, 16 h; Potency, µM, for the others: at the highest dose activation, usual class: activators; 420,000 tested, 0.02% active; also: potency is read from the fitted curve at half-maximal effect; series mostly up to about 76 µM; % of control where 0% means no effect; nearly all actives have a fitted effect of over 35% in size
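ERSR induction read as luciferase luminescence (Bright-Glo, 10 min at room temperature) in stably transfected human U87-MG glioma cells exposed to compounds for 16 h, using GRP78 as sensor.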
D1 potentiator: potentiators of human D1 dopamine receptor | P21728 | HEK293 TREx D1 cells, calcium flux, dopamine EC20 potentiation | potentiation, % at 10 µM | 360,000 tested, 0.036% active | AID 504651; in the data active = potentiation above about 30%; also: 0% is about no effect
D1 antag: antagonists of human D1 dopamine receptor. P21728. HEK293 TREx D1 cells, calcium flux, dopamine EC80; active compounds read low. activity change, negative = inhibition, % at 10 µM. 360,000 tested, 3.2% active. AID 504652; in the data active = activity change below about -30%; also: % is scaled to controls: 0 for no effect and ±100 for the full control effect
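Antagonism measured as reduced calcium response to an EC80 dopamine addition following 180 s compound pre-read; cells were inducible HEK293 Trex D1 plated overnight at 30 C, read kinetically at 1 cycle/sec.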
Vif-A3G inh: inhibitors of Vif-APOBEC3G interaction | Q9HC16 | HeLa A3G-eYFP + Vif (tagged APOBEC3G with the HIV-1 protein that degrades it), YFP fluorescence, overnight | Potency, µM (titrated, usually from 46.1 µM), for inactives: top-dose activity, negative = active, hits mostly inhibitors | 410,000 tested, 0.076% active;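 also: potency is read from the fitted curve at half-maximal effect; % is scaled to controls: 0 for no effect and ±100 for the full control effect; nearly all actives have a fitted effect of over 60% in size; hits raise eYFP signal because A3G escapes Vif-driven loss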
Target sequence (Q9HC16 whole entry, looked up): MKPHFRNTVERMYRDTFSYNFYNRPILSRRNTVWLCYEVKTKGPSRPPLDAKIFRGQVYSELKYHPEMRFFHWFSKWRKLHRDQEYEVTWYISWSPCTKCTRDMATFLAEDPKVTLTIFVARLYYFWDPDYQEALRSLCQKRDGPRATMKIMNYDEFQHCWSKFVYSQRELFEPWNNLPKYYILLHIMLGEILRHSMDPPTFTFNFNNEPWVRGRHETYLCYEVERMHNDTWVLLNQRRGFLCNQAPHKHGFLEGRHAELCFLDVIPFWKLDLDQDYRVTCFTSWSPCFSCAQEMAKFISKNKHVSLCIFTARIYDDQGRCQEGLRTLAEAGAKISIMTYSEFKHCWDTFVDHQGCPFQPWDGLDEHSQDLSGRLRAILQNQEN
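HeLa cells stably expressing Vif and C-terminally eYFP-tagged A3G, seeded overnight at 37 deg C, then exposed to compound by pintool overnight at 37 deg C. Rise in yellow fluorescence (Ex 488/Em 500-530, Acumen) marks blocked Vif-driven A3G degradation.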
D1 agonist: agonists of human D1 dopamine receptor; 360,000 tested, 1% active; HEK293 T-REx D1 cells, calcium flux, agonist mode; P21728; activation, % at 2 µM; AID 504660; in the data active = activation above about 30%; also: 0% is about no effect
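Agonism was scored from calcium flux recorded over 180 s (1 read/s) after pintool compound addition, following a 10-cycle baseline. Cells were inducible force-coupled HEK293 TREx D1, plated overnight at 30 C and loaded with no-wash calcium dye.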
* hit, by the source's call; u = inconclusive; x = no result given; & = joins results of further samples. Unless noted, calls follow the shape of the dose curve; as a rule, active = well fitted curve in the direction sought with a large enough effect; inconclusive = small, poorly fitted or top-dose-only effect, or another doubt; inactive = no such curve, though single readings can be large; an effect the other way counts as inactive or inconclusive.

#	Molecule	Glioma ERSR ind	D1 antag	RXFP1 ag	LDHA block	D2 potentiator	D1 potentiator	D1 agonist	Vif-APOBEC3F blk	Vif-A3G inh
1	Cc1cc(/C=C(/C#N)C(=O)Nc2ccc(Cl)cc2)c(C)n1-c1cccnc1	-1.9%	-14.3	4.4%	-2.6	-16.2	-8.6	9.3	u	-5.3%
2	Cc1ccc(N2CC(C(=O)N3CCN(c4ccccn4)CC3)CC2=O)cc1 (stereo not given)	-2.9%	x	x	-2.1	x	x	x	-2.1%	0.1%
3	COc1cccc(NC(=O)COC(=O)Cc2ccccc2[N+](=O)[O-])c1	-1.6%	5.7	2.8%	-10.6	-2.0	-11.6	5.3	-19.1%	3.1%
4	CCOc1cccc(/C=N/NC(=O)c2ccc3c(c2)OCCO3)c1O	0.6%	4.7	-2.3%	6.9	-4.9	3.9	0.7	u	-0.4%
5	Cc1ccc(-n2c(C)cc(/C=c3/sc4nc5ccccc5n4c3=O)c2C)cc1	-5.7%	-0.6	-5.0%	-2.0	-3.8	4.3	0.6	x	0.0%
6	CC(=O)NC12CC3CC(C1)CC(C(=O)Nc1nc4ccc(F)cc4s1)(C3)C2	5.2%	-0.9	2.4%	-5.0	x	3.8	2.0	-7.8%	-1.3%
7	O=C1NCC(Nc2ccc(Cl)cc2)C(=O)N1 (stereo not given)	-6.0%	x	x	-11.3	x	x	x	0.8%	0.8%
8	COc1ccc(/C(C)=N\NC(=O)C(c2ccncc2)N2CCOCC2)cc1 (stereo not given)	-2.1%	1.6	2.9%	-9.8	7.9	6.8	0.7	-15.6%	1.7%
9	CC(C)C[C@@H](CO)N1CCN(Cc2cccc(C#N)c2)CCC1=O	-3.8%&-3.2%	-6.0	-0.9%	-7.0	-2.3	-4.7	0.6	-5.1%	5.6%&-0.2%
10	CCNS(=O)(=O)c1ccc(CCC(=O)Nc2ccccc2C(=O)OC)cc1	-1.6%	-7.4	2.1%	-1.7	-12.7	-0.8	6.7	-0.4%	2.5%
11	CSc1ccc(CN(C)C(=O)CNC(=O)CNS(=O)(=O)c2ccc(C)c(C)c2)cc1	-1.8%	-17.7	1.4%	-1.6	-4.0	6.2	4.0	0.5%	2.1%
12	Cc1ccc2c(C)nc(Nc3nc(CSc4nc5ccccc5[nH]4)cc(=O)[nH]3)nc2c1	0.2%	10.0	0.0%	2.3	8.6	-3.5	3.7	1.2%	-1.0%
13	Cc1ccc(NC(=S)N2CCCC(c3nc4ccc(C)cc4[nH]3)C2)c(C)c1 (stereo not given)	-3.4%	-31.3*	0.7%	-11.8	10.1	-4.3	-1.5	0.6%	0.3%
14	O=C(COc1ccccc1Cl)OCc1cc(=O)n2nc(C3CC3)sc2n1	1.0%	-0.9	3.4%	-2.5	9.6	-2.5	2.4	-7.5%	-3.1%
15	Cc1ccc(N(C(=O)Cc2cccs2)C(C(=O)NC2CCCCC2)c2ccccn2)cc1C (stereo not given)	-2.9%	6.8	0.5%	-0.9	5.0	2.0	-0.6	-4.9%	-6.1%

#	Molecule	Glioma ERSR ind	D1 antag	RXFP1 ag	LDHA block	D2 potentiator	D1 potentiator	D1 agonist	Vif-APOBEC3F blk	Vif-A3G inh
16	CCCC(=O)Nc1ccc(C(=O)/C=C/c2ccc(SC)cc2)cc1	6.1%	-47.7*	-1.7%	-2.7	10.6	-13.4	16.5	-5.8%	-17.5%
17	CCc1nc2ccccc2n1CCC(C)C	-6.0%	-18.5	0.0%	-5.3	12.7	-4.8	1.6	9.5%	-5.6%
18	CN1C(=O)C2(C(C#N)=C(N)N(c3cc(Cl)cc(Cl)c3)C3=C2C(=O)CCC3)c2ccccc21 (stereo not given)	2.4%	38.0	-4.3%	-6.0	11.7	-5.4	-2.7	-16.8%	0.9%
19	COc1ccccc1N=Nc1nc(-c2ccccc2)c(-c2ccccc2)[nH]1	0.5%	-20.6	0.1%	1.6	-8.6	-1.5	4.3	1.0%	1.8%
20	COC(=O)c1cccc(NC(=O)c2ccc(OC)c(Cl)c2)c1	0.4%	-7.5	3.9%	-6.0	7.7	-3.8	2.2	-23.7%	-10.7%
21	CCn1cc(/C=C(\NC(=O)c2ccccc2)C(=O)N2CCOCC2)c2ccccc21	-0.7%	-4.4	-0.7%	-0.4	0.9	1.1	0.1	-9.0%	-1.2%
22	CC1(C)Cc2c(c(N3CCCCC3)[nH]c(=S)c2C#N)CS1	-0.7%	0.3	2.3%	-10.5	0.9	0.7	-0.1	-9.5%	-0.3%
23	CN(C)CCCN(C(=O)COc1ccccc1)c1nc2cc3c(cc2s1)OCO3	-3.5%	-29.1	1.0%	-3.7	-1.4	-1.5	36.1*	7.6%	1.7%
24	O=C(Cn1c(=O)oc2cc(S(=O)(=O)NC3CCCC3)ccc21)Nc1ccc(F)c(F)c1	-1.1%	-3.3	1.3%	-2.5	1.9	-7.0	2.1	0.1%	4.6%
25	CC1CCCCC1NC(=O)Cn1nnc(-c2ccc(Cl)cc2)n1 (stereo not given)	u	2.0	-0.9%	-7.7	0.4	-1.4	1.5	0.2%	-0.2%
26	O=C(CN1C(=O)NC(Cc2c[nH]c3ccccc23)C1=O)NC1CCCCC1 (stereo not given)	-2.2%	18.7	0.2%	-0.9	5.7	-0.2	1.4	7.7%	0.5%
27	O=C(COC(=O)CCc1nc2ccccc2c(=O)[nH]1)NC(=O)NC1CCCC1	0.5%	0.5	-0.3%	0.4	-2.6	1.9	2.3	-12.6%	-5.4%
28	CC(C)CC1=NN(C(=O)c2ccco2)C(O)(C(F)(F)F)C1 (stereo not given)	-0.8%	4.3	0.3%	-7.5	10.1	-3.6	1.9	4.0%	3.7%
29	COC(=O)c1ccccc1NC(=O)c1sc(N)nc1C	2.6%	-3.5	-0.1%	-1.8	14.8	-3.5	1.6	-11.9%	-3.9%
30	COCCCN1C(=O)C(CC(=O)NCCc2ccccn2)CC(C(=O)N2CCOCC2)=C1C (stereo not given)	-1.1%	x	x	-6.8	x	x	x	-14.9%	-5.9%

Record cards (already shown). Values in the order: Glioma ERSR ind | D1 antag | RXFP1 ag | LDHA block | D2 potentiator | D1 potentiator | D1 agonist | Vif-APOBEC3F blk | Vif-A3G inh
Profile of CCn1cc(/C=C(\NC(=O)c2ccccc2)C(=O)N2CCOCC2)c2ccccc21 → -0.7% | -4.4 | -0.7% | -0.4 | 0.9 | 1.1 | 0.1 | -9.0% | -1.2%
Profile of COc1ccccc1N=Nc1nc(-c2ccccc2)c(-c2ccccc2)[nH]1 → 0.5% | -20.6 | 0.1% | 1.6 | -8.6 | -1.5 | 4.3 | 1.0% | 1.8%
Profile of CC(C)CC1=NN(C(=O)c2ccco2)C(O)(C(F)(F)F)C1 (stereo not given) → -0.8% | 4.3 | 0.3% | -7.5 | 10.1 | -3.6 | 1.9 | 4.0% | 3.7%
Profile of CC(C)C[C@@H](CO)N1CCN(Cc2cccc(C#N)c2)CCC1=O → -3.8%&-3.2% | -6.0 | -0.9% | -7.0 | -2.3 | -4.7 | 0.6 | -5.1% | 5.6%&-0.2%
Profile of CN(C)CCCN(C(=O)COc1ccccc1)c1nc2cc3c(cc2s1)OCO3 → -3.5% | -29.1 | 1.0% | -3.7 | -1.4 | -1.5 | 36.1* | 7.6% | 1.7%

Remaining list, next part:
#	Molecule	Glioma ERSR ind	D1 antag	RXFP1 ag	LDHA block	D2 potentiator	D1 potentiator	D1 agonist	Vif-APOBEC3F blk	Vif-A3G inh
31	CSc1snc(SCC(N)=O)c1C#N	-1.3%	-8.4	0.6%	-5.4	-0.7	-3.8	2.4	2.7%	-6.8%
32	CCOC(=O)c1cccc(NC(=O)/C=C/c2ccc3c(c2)OCO3)c1	-14.1%	-8.9	1.3%	-12.0	-7.4	-5.4	4.4	-0.4%	-22.1%
33	Cc1ccc(-c2nn(-c3ccccc3)cc2/C=N/n2c(-c3cccs3)n[nH]c2=S)cc1	5.6%	9.6	1.5%	-5.5	0.1	7.3	0.9	0.1%	-0.8%
34	COc1ccc2[nH]c3c(c2c1)CCN1C(=O)C(CC(=O)NCCN2CCOCC2)C[C@H](C(=O)N2CCCCC2)[C@@]31CCc1ccccc1 (stereo not given in full)	0.0%	x	x	-9.4	x	x	x	-7.8%	-4.2%
35	O=c1oc2ccc3ccccc3c2cc1-c1nnc(Nc2ccccc2F)s1	-2.0%	-8.7	2.4%	-6.0	0.2	-0.6	8.3	u	-7.4%
36	CCOc1cc(C(=O)CCC(=O)OCC(=O)Nc2ccc(C)c(S(=O)(=O)N(C)C)c2)ccc1O	-2.1%	9.5	0.4%	-4.8	8.0	1.2	-0.9	0.0%	-0.6%
37	Cc1cccc(-n2ncc(C(=O)N3CCN(C4CCCCC4)CC3)c2C2CCN(C(=O)OC(C)(C)C)CC2)c1	-2.4%	-5.1	-2.0%	0.1	4.7	-2.8	0.4	-2.6%	0.1%
38	CCCOc1cc(C)c(S(=O)(=O)N2CCOCC2)cc1C	x	11.7	0.5%	x	19.9	-3.4	0.9	x	x
39	CC(C)S(=O)(=O)CC(=O)c1ccc(Cl)cc1	-1.1%	11.2	0.2%	-1.3	-6.0	2.9	0.9	-4.7%	0.9%
40	N#CCCN(C(=O)CN1C(=O)NC2(CCCC2)C1=O)c1ccccc1F	-2.1%	-10.7	-1.5%	-6.1	5.0	-1.7	-0.4	-0.3%	-2.5%
41	CN(C)S(=O)(=O)c1ccc2c(c1)c(=O)c(C(=O)N1CCOCC1)cn2C	-4.6%	3.2	6.7%	-1.3	x	-0.3	2.5	-2.9%	-0.4%
42	Cc1cccc(N(CC(=O)N2CCCC2)S(C)(=O)=O)c1	10.6%	16.8	0.7%	-3.2	10.9	11.6	1.1	2.3%	1.1%
43	Cc1c(NC(=O)/C=C/c2ccc(S(=O)(=O)N3CCOCC3)cc2)c(=O)n(-c2ccccc2)n1C	-5.6%	-8.1	-1.5%	2.4	23.4	-0.6	0.6	-1.4%	-5.6%
44	CC1Cn2c(nc3c2c(=O)[nH]c(=O)n3C)O1 (stereo not given)	-3.1%	3.6	3.5%	-2.7	-5.5	1.3	1.9	3.5%	0.4%
45	CC(C)Cc1c(O)nc(SCC(=O)N2CCCCCC2)[nH]c1=O	-3.3%	-1.3	0.6%	-2.0	-8.0	5.5	1.6	0.6%	0.4%

This is a subset; the hit share may differ from the screen's.
